# NR3A LBD binder: NR3A (human) ligand-binding domain modulation; NR3A LBD differential scanning fluorimetry, Tm shift; 0% = protein alone, 100% = glycine-bound protein; Tm shift relative to glycine control, % at 25 µM; actives 2.5% (n = 340,000);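 active = melting temperature shift of at least 10% of the positive control shift, at one fixed dose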
# tim23-1 inh: inhibits growth of tim23-1 mutant yeast | S. cerevisiae tim23-1 growth, BacTiter-Glo luminescence, 24 h | inhibition, % at 20 µM | actives 1.3% (n = 330,000);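 active = growth inhibition of the mutant yeast at or above 50%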;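 note: temperature-sensitive mutant grown at 25 °C; plate controls were DMSO-treated mutant yeast for no effect and medium wells lacking yeast for full effect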
# APJ agonist: agonists of human APJ apelin receptor; activation, % at 20 µM; actives 0.11% (n = 330,000); CHO-K1 APJ PathHunter beta-arrestin, luminescence; 0% DMSO wells, 100% apelin; P35414;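 active = activation more than six SD over the plate average, tested at 20 µM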;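 note: 0% = DMSO alone and 100% = apelin-13 at 10 nM; some results filed as inactive read as strong as hits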
# Target sequence (P35414 whole entry, looked up): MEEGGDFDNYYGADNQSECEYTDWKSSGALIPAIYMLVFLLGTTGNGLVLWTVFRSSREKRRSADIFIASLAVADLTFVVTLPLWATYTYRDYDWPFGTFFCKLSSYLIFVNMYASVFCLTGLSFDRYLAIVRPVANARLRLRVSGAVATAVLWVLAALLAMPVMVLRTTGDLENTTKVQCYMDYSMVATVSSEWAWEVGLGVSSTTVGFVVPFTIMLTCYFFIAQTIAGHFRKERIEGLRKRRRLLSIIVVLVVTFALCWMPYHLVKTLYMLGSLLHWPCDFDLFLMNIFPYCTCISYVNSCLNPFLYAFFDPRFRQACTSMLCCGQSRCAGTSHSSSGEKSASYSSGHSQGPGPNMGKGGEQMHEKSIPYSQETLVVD
#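 Assay system: engineered CHO-K1 APJ arrestin reporter cells; Amount: 1000 CHO-K1 reporter cells seeded per well; Dosing: one dose, 20 µM compound, 1% DMSO; Times: compound stimulation 90 min at 25 °C, detection 60 min; Measured by: luminescent beta-gal fragment complementation, chemiluminescent substrate; Read-out: APJ–arrestin association signal; Controls: DMSO vs Apelin-13 10 nM.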
# MIN6 prolif: MIN6 beta-cell proliferation induction; MIN6 cells proliferation, ATPlite luminescence, 48 h; cells starved in 0.2% serum; 100% = growth in 10% serum; proliferation, % at 10 µM; actives 0.29% (n = 330,000);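 active = compounds whose signal lies at least 3.5 SD above the mean of all wells on their plate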;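 note: 0% = DMSO-treated cells in low-serum medium and 100% = 10% serum control; some compounds called inactive have numbers as strong as hits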
# TIM10 inh: growth inhibitors of TIM10 yeast strain; actives 1.4% (n = 330,000); AID 463195; S. cerevisiae TIM10 strain growth, BacTiter-Glo luminescence, 24 h; inhibition, % at 10 µM;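 active = inhibition of 40% or more at the single tested concentration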;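 note: wild-type TIM10 isogenic control strain grown at permissive 25 °C; 0% = DMSO yeast wells and 100% = minimal medium wells without yeast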
# APJ antagonist: blocks the human apelin receptor APJ; P35414; AID 2521; CHO-K1 APJ beta-arrestin complementation, luminescence; inhibition, % at 20 µM; actives 0.32% (n = 330,000);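 active = inhibition above about 40% at 20 µM, limit read from the data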;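 note: cells challenged with 10 nM apelin-13 agonist together with compound; plate controls were apelin-13 plus DMSO wells for no effect and DMSO wells lacking apelin-13 for full effect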
# MPTP inh: blocks calcium-induced mitochondrial swelling | inhibition, % at 10 µM | actives 1.4% (n = 360,000) | isolated mouse mitochondria, Ca2+ swelling absorbance, 30 min;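 active = inhibition of 50% or more, scaled per plate between neutral and stimulator controls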;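 note: 0% = DMSO wells given calcium and 100% = 1 mM EGTA wells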
# NLRP3 yeast inh: blocks the NALP3 inflammasome reconstituted in yeast; Yeast reconstituted NLRP3/ASC/caspase-1, beta-gal luminescence, 24 h; inhibition, % at 10 µM; actives 0.39% (n = 330,000); AID 2825;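 active = inhibition of 50% or more; inactive = inhibition below 50%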;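 note: plate controls were induced DMSO wells for no effect and uninduced yeast grown without galactose for full effect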
# tim10-1 inh: inhibits growth of tim10-1 mutant yeast; S. cerevisiae tim10-1 ts strain growth, BacTiter-Glo, 24 h; inhibition, % at 20 µM; actives 2.2% (n = 330,000);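 active = inhibition of at least 40%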;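 note: mutant grown at 25 °C; 0% = DMSO wells with yeast and 100% = wells holding no yeast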
# The depositor's hits bear a star; x = not tested or not shown.
compound	NR3A LBD binder	tim23-1 inh	APJ agonist	MIN6 prolif	TIM10 inh	APJ antagonist	MPTP inh	NLRP3 yeast inh	tim10-1 inh
Cc1ccc(CNS(=O)(=O)c2ccc(CN3C(=O)c4cccnc4C3=O)s2)o1	1.6	9.1	0.1	-1.3	-9.3	16.7	2.6	8.5	16.5
CCOc1cccc(-c2cc(C(=O)Nc3ccon3)c3ccccc3n2)c1	-3.7	-7.4	-0.9	0.0	-16.4	-11.2	-0.4	24.0	-4.5
Fc1ccc(-c2cc(-c3nnc4n3CCCCC4)c3ccccc3n2)cc1	1.2	21.3	-2.7	-4.6	21.5	-20.2	0.5	8.0	19.6
O=c1c2ccccc2ncn1-c1ccc(Cl)cc1[N+](=O)[O-]	-0.8	-4.5	-1.3	-2.3	-13.2	-41.4	-2.6	19.0	-18.0
Cn1ncc(C#N)c1/N=C/N1CCCCCC1	-2.3	10.7	-0.8	-0.3	11.9	15.2	2.8	-3.2	3.9
Cc1csc(NC(=O)Cc2coc3cc(C)c(C(C)C)cc23)n1	-4.3	22.5	-4.9	-1.8	12.4	8.5	-0.2	12.4	-12.2
CC1(C(=O)OCC(=O)Nc2ccc3ccccc3c2)CC1(Cl)Cl (stereo not drawn)	-1.2	43.2	-0.1	-4.9	47.9*	7.7	1.2	9.5	21.0
Cc1c(Cl)cccc1NC(=S)NCc1ccc(F)cc1	-4.4	23.1	2.0	-3.0	0.8	-2.5	8.9	26.1	6.4
N=C1/C(=C\c2ccc(SCc3ccco3)o2)C(=O)N=C2SC=NN12	-4.2	28.2	2.0	-3.6	9.3	8.2	3.9	7.2	6.7
O=C(O)CNC(=S)N(Cc1ccccc1)Cc1ccccc1F	-0.4	9.0	-3.4	2.0	-7.5	-8.8	0.1	10.6	0.9
COc1ccc(NC(=O)CSc2nc3ccccc3c(=O)n2-c2ccc3c(c2)OCO3)c(OC)c1	-1.3	14.4	-1.6	-4.0	-1.3	0.6	3.4	0.0	13.9
Cc1nn(-c2ccccc2)c(Cl)c1/C=N/Nc1ccc(Cl)c(C(=O)O)c1	-22.1	17.2	-0.5	0.0	3.9	1.4	-0.7	5.5	18.7
Cc1nc(NCCC(C)C)c2nnn(Cc3ccccc3)c2n1	0.7	18.3	0.0	-1.0	-64.8	11.3	1.0	24.9	-2.7
CC1(C)NC(=O)N(CCOc2cccc(Oc3ccccc3)c2)C1=O	0.3	24.2	-1.9	-1.3	-6.4	4.8	-2.1	4.4	22.1
COC(=O)c1cc(S(=O)(=O)NCCc2ccccc2)c[nH]1	0.0	5.7	-2.1	-4.7	4.6	-48.6	-1.3	15.8	10.0
CCCC(=O)Nc1cccc(NC(=O)c2cccc([N+](=O)[O-])c2C)c1	-0.1	12.5	-0.5	1.0	-8.5	-5.5	-1.4	7.6	20.5
Cc1onc(-c2c(F)cccc2Cl)c1C(=O)Nc1c(C)n(C)n(-c2ccccc2)c1=O	1.1	-0.1	2.8	-1.7	-15.7	7.3	-0.9	5.9	-17.3
Cn1ncc(N=Cc2c(O)ccc3ccccc23)c1C(=O)Nc1cccc(Cl)c1	-2.2	0.8	1.4	-4.8	8.9	-28.2	3.8	11.7	-4.7
COc1ccc(CCN(Cc2cc3cc(C)ccc3[nH]c2=O)C(C)=O)cc1OC	-1.7	5.0	-2.5	-1.4	3.3	19.1	1.1	7.7	1.9
O=C(Nc1cccc(F)c1)C1CCCN(S(=O)(=O)c2ccc(-n3cnnn3)cc2)C1 (stereo not drawn)	2.0	4.5	-1.0	-0.2	-15.4	4.9	-2.4	12.4	2.3
Cc1ccc(-c2cn3cc([N+](=O)[O-])ccc3n2)cc1	0.7	1.8	5.0	-3.9	-29.9	-37.9	-3.4	19.3	-1.7
COc1ccc(-c2csc(NC(=O)[C@H](C)N3C(=O)C4CC=CCC4C3=O)n2)cc1OC (stereo partly drawn)	0.1	20.8	2.6	-0.4	1.8	-0.1	-0.8	4.3	3.4
O=S(=O)(c1ccccc1)N1CCN(Cc2ccccc2)CC1	-0.7	22.2	0.1	-0.9	-3.3	16.4	-0.2	15.0	11.5
COc1ccc(/C=C/C(=O)Nc2cc(S(=O)(=O)N3CCCCC3)ccc2N2CCCCC2)cc1OC	-3.0	13.2	2.2	-0.2	16.8	-1.1	1.1	8.1	1.5
Cc1cc(C(F)F)nn1CC(=O)NC1C(=O)N2C(C(=O)O)=C(CSc3nnnn3C)CSC12 (stereo not drawn)	0.4	0.9	-3.4	1.9	6.7	-7.9	-0.6	23.6	5.0
O=[N+]([O-])c1cc(C(F)(F)F)ccc1NCCc1c[nH]c2ccccc12	29.1*	27.6	0.8	0.0	20.8	-14.3	10.9	33.7	31.8
COc1ccc(-n2c(C)cc(C(=O)CN3C(=O)NC4(CCc5ccccc54)C3=O)c2C)cc1 (stereo not drawn)	-0.7	16.0	-3.6	-4.6	23.9	-4.8	-8.4	21.2	-25.2
CN(C)c1nc(C(=O)OCCO)nc(N(C)C)n1	0.9	21.8	-1.8	-1.9	-2.3	2.4	0.9	-16.9	5.9
CC(=O)c1sc(NC(=O)c2ccc(Cl)cc2)nc1C	-0.5	-6.4	-0.4	-0.4	-1.7	2.1	1.3	17.8	-7.5
O=C(Nc1ccccc1)OC1CCCCc2cccnc21 (stereo not drawn)	-8.0	26.7	-3.6	3.0	12.1	19.8	-0.7	15.3	20.5
Cc1ccc(CN2CCN(Cc3ccc4ncccc4c3)CC2CCO)cc1 (stereo not drawn)	-1.0	-1.7	-1.9	-1.0	13.1	11.2	0.7	3.9	12.6
Cc1c(NC(=O)CSc2ccc(Cl)cc2)cccc1-c1nc2ncccc2o1	-15.7	33.6	-2.3	-1.1	28.8	12.7	1.8	20.4	31.5
CNc1nc(C)c(C#N)c(-c2ccccc2)c1C(C)=O	-8.1	31.9	-7.5	0.6	4.9	23.8	-0.5	33.3	18.5
COc1cccc(C2=CC(=O)C[C@H](c3ccc(OC)c(OC)c3)C2)c1	-2.3	29.0	-3.6	-3.0	11.7	-5.0	0.3	16.3	3.8
O=C(c1ccc(N2CCOCC2)c([N+](=O)[O-])c1)N1CCN(c2ccccc2F)CC1	1.1	12.7	-4.4	2.6	-7.7	9.5	0.0	7.7	-4.1
CC(C)(C)OC(=O)C[C@@H]1C/C=C\C[C@@H](CC(=O)N(CCO)Cc2ccccc2)C(=O)N2CCC[C@H]2COC1=O	-0.5	-1.3	-2.9	-0.2	5.0	7.4	-1.1	-3.9	-0.1
COC(=O)N/N=C(\C)c1ccco1	-0.3	6.8	-4.6	-0.2	2.4	-5.9	-0.8	11.1	8.0
COc1ccc(Cn2c(CCC(=O)O)nc3cccnc32)cc1	0.1	-4.1	-2.5	-3.0	3.9	-1.4	-1.2	1.9	12.5
CC[C@]12c3[nH]c4cc(CCC(=O)N(C)C)ccc4c3CCN1C(=O)[C@@H](CC(=O)NCC13CC4CC(CC(C4)C1)C3)C[C@@H]2C(=O)N1CCN(C(=O)c2ccco2)CC1	2.1	35.1	x	x	0.4	x	-1.3	x	16.0
COc1ccccc1C(=O)N1CC2(C)CC1CC(C)(C)C2 (stereo not drawn)	3.0	25.9	-4.5	1.9	2.6	8.9	1.2	-10.1	23.4
CCc1ccc(NC(=O)C(=O)NCc2ccccn2)cc1	1.5	14.1	-1.8	3.6	-1.8	-0.1	-0.4	8.0	4.3
NC(=O)C(Cc1ccccc1)N1C(=O)c2ccccc2C1=O (stereo not drawn)	0.1	13.1	-1.8	-1.9	0.4	9.8	1.5	2.9	6.7
CCOC(=O)c1sc2nc(N3CCOCC3)c3c(c2c1N)CC(C(C)C)OC3 (stereo not drawn)	0.6	-4.1	-0.4	2.2	6.7	4.9	2.8	20.6	-27.9
CN(C)S(=O)(=O)c1ccc(NC(=O)CN2CCC(Cc3ccccc3)CC2)cc1	1.8	10.9	0.0	-5.8	18.2	-10.9	-4.2	17.7	7.4
CCOC(=O)c1c(C)[nH]c(C)c1S(=O)(=O)N(C)CC(=O)NCc1cccc(Br)c1	2.6	-8.5	-5.9	1.3	-4.9	11.9	-1.0	-0.6	-17.8
CC(C)N(CC#CC(O)(c1ccccc1)c1ccccc1)C(C)C	0.0	6.2	-3.5	-0.1	11.4	15.4	-1.1	6.9	3.2
COCCCn1c(SCc2cccc(C(F)(F)F)c2)nc2cc(OC)c(OC)cc2c1=N	10.4*	39.1	-1.3	-5.0	23.6	12.9	11.1	-2.6	38.8
CCCNC(=O)CSc1ccc(S(=O)(=O)N2CCCCC2)cn1	0.4	-12.3	-2.4	5.2	4.1	31.1	-1.2	10.3	-8.9
COCCN(C(=O)CC1OC(=O)c2ccccc21)c1c(N)n(Cc2ccccc2)c(=O)[nH]c1=O (stereo not drawn)	4.5	15.2	-3.1	-1.0	-3.3	3.2	-1.3	-8.2	7.6
CCOC(=O)c1c(C)c(C#N)c2c3ccccc3ccn12	2.1	-6.0	-2.7	1.2	-7.2	7.2	2.8	6.4	1.3

# Going on with the list.
compound	NR3A LBD binder	tim23-1 inh	APJ agonist	MIN6 prolif	TIM10 inh	APJ antagonist	MPTP inh	NLRP3 yeast inh	tim10-1 inh
Cn1c(=O)oc2cc(S(=O)(=O)N3CCC(C(=O)N4CCc5ccccc5C4)CC3)ccc21	1.8	-18.4	0.8	-4.2	-12.0	12.0	-1.4	4.5	-7.4
CCN(CC)CCCN(Cc1cc2cc3c(cc2[nH]c1=O)OCO3)C(=S)Nc1ccccc1	0.2	48.4	-1.5	-2.6	5.8	15.5	1.8	6.2	32.2
Cc1ccc(S(=O)(=O)c2ncccc2N)cc1	4.7	-3.4	-2.4	-2.2	12.3	13.3	-0.6	-7.3	-10.6
COc1ccccc1C1CC(c2ccc(NS(C)(=O)=O)cc2)=NN1S(=O)(=O)c1ccccc1 (stereo not drawn)	-2.5	-3.4	-1.1	0.3	1.9	2.6	-2.1	15.0	7.7
COc1ccc(C(=O)N2CCCC(c3nc(-c4ccc(OC)c(OC)c4)no3)C2)c(OC)c1 (stereo not drawn)	0.6	18.7	-2.2	-2.9	22.5	-5.1	-0.2	10.0	15.3
COc1ccc(C(CC(=O)Nc2ccc(C)cc2)NC(=O)C(F)(F)F)cc1 (stereo not drawn)	0.4	-0.8	1.4	5.3	0.1	-8.1	0.3	-0.2	5.0
COc1ccc(NC(=O)CSCC(=O)N2CCCc3ccccc32)cc1	-3.1	24.9	2.6	-3.0	5.6	-60.0	-1.3	21.1	5.5

# Sorted by the number under APJ antagonist (descending): 3 from the list above
structure	APJ antagonist
COCCCn1c(SCc2cccc(C(F)(F)F)c2)nc2cc(OC)c(OC)cc2c1=N	12.9
COc1ccc(-n2c(C)cc(C(=O)CN3C(=O)NC4(CCc5ccccc54)C3=O)c2C)cc1 (stereo not drawn)	-4.8
COc1ccc(C(=O)N2CCCC(c3nc(-c4ccc(OC)c(OC)c4)no3)C2)c(OC)c1 (stereo not drawn)	-5.1

# Screening data from PubChem BioAssay.
